# ALDH1A1 block = blocks purified human ALDH1A1 activity; P00352; Purified ALDH1A1, NADH fluorescence, propionaldehyde substrate; Potency, µM (series often up to 75.3 µM), for the others: at the highest dose activity, negative = inhibition, most hits filed as inhibitors; 7.3% of 220,000 active; active = well fitted inhibition curve with a large enough effect, not every such curve was filed as active; inconclusive = small, poorly fitted or top-dose-only effect, or another doubt; inactive = no such curve, though single readings can be large or run the other way;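 note: plate controls were no enzyme wells and a reference inhibitor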
# LMNA splice mod = changes lamin A minigene splicing in HeLa cells; 0.01% of 200,000 active; HeLa LMNA splicing GFP/RFP minigene ratio, 48 h; AID 1487; Potency, µM (titrated, usually from 46.1 µM), inactives show at the highest dose ratio change, negative = inhibition, actives largely listed as inhibitors; active = well fitted inhibition curve with a large enough effect in the signal ratio, with a control signal flat, not every such curve was filed as active; inconclusive = small, poorly fitted or top-dose-only effect, or effect the other way, or a change in a side signal; the % refers to the signal ratio; note: % is set by controls: 0 for no effect and ±100 for the full control effect
#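 S3 HeLa stable clones carrying a lamin A-EGFP splicing minigene plus DsRed2 were seeded at 600 cells/well in Opti-MEM with 2% FBS, pin-dosed and incubated 48 h at 37°C. Acumen cytometry (488 nm) gave the GFP/RFP total-intensity ratio.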
# KDM4E inh = inhibitors of human JMJD2E histone demethylase; B2RXH2; JMJD2E catalytic domain, FDH-coupled NADH fluorescence (FDH is formaldehyde dehydrogenase); Potency, µM (top dose mostly 57.1 µM), for the others: at the highest dose activity change, negative = inhibition, hits mostly inhibitors; 1.6% of 230,000 active; AID 2147; active = well fitted inhibition curve with a large enough effect, not every such curve was filed as active; inconclusive = small, poorly fitted or top-dose-only effect, or another doubt; inactive = no such curve, though single readings can be large or run the other way;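 note: 0% = wells with enzyme and -100% = buffer wells without enzyme; nearly all actives have a fitted effect of over 50% in size; many of its hits are not listed in these tables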
# TR SRC2 fluor cs = Texas Red fluorescence interference in TRb-SRC2 counter-screen. TRb/SRC2 Texas Red total fluorescence interference. Potency, µM (titrated, usually from 106 µM), for inactives: at the highest dose fluorescence change, negative = quenching. 0.29% of 280,000 active. AID 1479; active = well fitted curve in either direction with a large enough effect; inconclusive = small, poorly fitted or top-dose-only effect; note: % is set by controls: 0 for no effect and ±100 for the full control effect
#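 Human TRb ligand-binding domain at 0.6 uM with 20 nM Texas Red SRC2 peptide in Tris buffer containing 1 uM T3 and 5% DMSO, incubated with compound 5 h at ambient temperature. Total fluorescence (555/632 nm) calculated as parallel + 2 × perpendicular.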
# TRb-SRC2 inh = inhibitors of human thyroid hormone receptor beta-SRC2 interaction; TRbeta-SRC2 peptide binding, fluorescence polarization; receptor liganded with 1 µM T3; Potency, µM (doses to about 106 µM), without a hit: top-dose activity change, negative = inhibition, most hits filed as inhibitors; 0.065% of 280,000 active;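 note: plate controls were bound peptide for no effect and peptide without receptor for full effect; nearly all actives have a fitted effect of over 50% in size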
# Target sequence (P10828 whole entry, looked up): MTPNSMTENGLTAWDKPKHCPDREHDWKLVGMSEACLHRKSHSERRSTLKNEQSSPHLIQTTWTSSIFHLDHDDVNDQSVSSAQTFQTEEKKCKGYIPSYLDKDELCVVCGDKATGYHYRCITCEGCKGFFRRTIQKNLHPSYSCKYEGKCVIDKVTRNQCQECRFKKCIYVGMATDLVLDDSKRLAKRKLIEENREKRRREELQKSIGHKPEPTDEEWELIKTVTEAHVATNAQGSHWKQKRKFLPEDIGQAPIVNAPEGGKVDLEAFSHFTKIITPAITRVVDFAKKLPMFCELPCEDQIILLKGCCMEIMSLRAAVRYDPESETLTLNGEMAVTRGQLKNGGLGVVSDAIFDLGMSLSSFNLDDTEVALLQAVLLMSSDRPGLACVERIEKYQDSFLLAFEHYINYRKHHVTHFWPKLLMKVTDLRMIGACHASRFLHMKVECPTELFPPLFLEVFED
#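 Human TRb LBD (0.6 uM) plus Texas Red-labeled SRC2 peptide (20 nM), 1uM T3, 5% DMSO, 5 hr at ambient temperature. Decreased polarization (555/632 nm) flags inhibition; data normalized to free and bound peptide controls.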
# SMN2 splice up = increases expression of the SMN2 splice variant. HEK293 SMN2-luciferase splicing reporter, luminescence, 30-36 h. Potency, µM (highest dose often 46.1 µM), inactives show at the top dose activity change, positive = activation, most hits filed as activators. 2.8% of 210,000 active; note: % of control where 0% means no effect; nearly all actives have a fitted effect of over 55% in size
#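 qHTS luciferase splicing reporter: luminescence rises when SMN2 exon 7 is included in transfected HEK293 cells. Compound exposure lasted 30-36 h at 37C, with 4.5 mM final sodium butyrate as control, followed by a ONE-Glo read.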
# GoLoco inh red = RGS12 GoLoco-Gai1 interaction inhibition; P63096; Gai1:RGS12 GoLoco peptide FP, rhodamine, 10 min; Potency, µM (series often up to 61.6 µM), inactives show at the top dose activity, negative = inhibition, usual class: inhibitors; 0.44% of 230,000 active; AID 880; active = well fitted inhibition curve with a large enough effect, not every such curve was filed as active; inactive = no such curve, though single readings can be large or run the other way; note: % is set by controls: 0 for no effect and ±100 for the full control effect; nearly all actives have a fitted effect of over 30% in size; many of its hits are not listed in these tables
# Target sequence (P63096 whole entry, looked up): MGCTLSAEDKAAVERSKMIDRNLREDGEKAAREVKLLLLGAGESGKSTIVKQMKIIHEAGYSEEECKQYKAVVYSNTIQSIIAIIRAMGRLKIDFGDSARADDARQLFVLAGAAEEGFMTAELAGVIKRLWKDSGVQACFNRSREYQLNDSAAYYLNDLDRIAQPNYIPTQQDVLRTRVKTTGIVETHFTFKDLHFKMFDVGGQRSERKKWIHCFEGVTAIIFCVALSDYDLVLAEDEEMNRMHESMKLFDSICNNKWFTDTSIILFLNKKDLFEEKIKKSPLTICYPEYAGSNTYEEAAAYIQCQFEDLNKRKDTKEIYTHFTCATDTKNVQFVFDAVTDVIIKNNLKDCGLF
# RECQ1 inh = blocks DNA unwinding by human RECQ1. 0.54% of 240,000 active. Potency, µM (highest dose often 57.3 µM), without a hit: at the highest dose activity, negative = inhibition, usual class: inhibitors. P46063. RECQ1 DNA unwinding, red fluorescence kinetic read. AID 2549;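 note: plate controls were vehicle for no effect and no enzyme for full effect; nearly all actives have a fitted effect of over 30% in size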
#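 50 nM RECQ1T1 preincubated 15 min with compound in Tris pH 8.0 buffer with MgCl2, DTT, Tween-20 and 2.5 ug/ml poly(dI-dC); started with 200 nM TAMRA/BHQ-2 forked duplex and 2 mM ATP. Unwinding read as fluorescence (525/598 nm), two reads 2 h apart.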
# Numbers without * were called inactive; i = inactive; ? = inconclusive; / = no result given; & = joins results of further samples; [ ] = dose if it differs, or a comment. Unless noted, calls come from the whole dose curve; as a rule, active = well fitted curve in the direction sought with a large enough effect; inconclusive = small, poorly fitted or top-dose-only effect, or another doubt; inactive = no such curve, though single readings can be large; an effect the other way counts as inactive or inconclusive. Potency is the fitted concentration of half-maximal effect. A portion of the library, so the mix of outcomes need not match the whole.
SMILES,ALDH1A1 block,LMNA splice mod,KDM4E inh,TR SRC2 fluor cs,TRb-SRC2 inh,SMN2 splice up,GoLoco inh red,RECQ1 inh
NC(C(=O)O)[C@@H]1CC(Cl)=NO1 (stereo partly specified),?,/,?,-1%,1%,?,2%,i
Cc1coc2c1CCC(C)C2 (stereo unspecified),?,/,/,-1%,8%,-6%,-65%,-6%
CC(=O)OC[C@]12C[C@H](OC(=O)CC(C)C)C(C)=C[C@H]1O[C@H]1[C@H](O)[C@@H](OC(C)=O)[C@@]2(C)[C@]12CO2,-10%,/,6%,-1%,0%,-80%[inhibitor],5%,7%
CCCCCCNc1nc(OC)nc(N2CC3CC(C2)c2cccc(=O)n2C3)n1 (stereo unspecified),6%,4%[46 µM],1%,-6%,3%,-1%,-1%,i
O=C1OC(c2ccc([N+](=O)[O-])cc2)=N/C1=C/N1CC2CC(C1)c1cccc(=O)n1C2 (stereo unspecified),/,/,1%,-3%,4%,/,14%,-1%
Nc1ncnc2c1ncn2[C@@H]1O[C@@H]2CO[P@](=O)(S)O[C@H]2[C@H]1O,?,/,/,0%,6%,/,-13%,-10%
COC1C(OC(=O)c2ccc(C)[nH]2)C(O)C(Oc2ccc3c(O)c(NC(=O)c4ccc(O)c(CC=C(C)C)c4)c(=O)oc3c2Cl)OC1(C)C (stereo unspecified),/,/,-16%,-4%,12%,/,-8%,?
CCCNC(=O)N1CCC2(CC1)OCCO2,6%,-4%[46 µM],-3%,1%,0%,12%,3%,i
COc1ccc2c3c1O[C@H]1C[C@@H](O)C=C[C@@]31CCN(C)C2,?,?,-2%,-1%&-2%&-1%,6%&3%&1%,-2%,-5%&5%&10%,-8%&5%&2%
CO[C@H]1CC=C2CCN3CCC4=C(CC(=O)OC4)[C@]23C1,6%&-4%,?,2%,-4%&-2%&-2%,-3%&-2%&0%,-1%&-4%,3%&-2%&8%,0%&9%&-4%
O=c1c2ccccc2nc2n1CCS2(=O)=O,/,/,?,-1%,4%,/,-4%,-8%
CC(=O)Nc1nc(CCl)cs1,-4%,/,-8%,-9%,11%,12%,6%,0%
COC(=O)C1C=C2c3cccc4[nH]cc(c34)CC2N(C)C1 (stereo unspecified),/,/,?,24%,-13%,/,-24%,?
O=C(O)c1ccccc1C(=O)O,28µM*,/,/,-1%,4%,-9%,-3%,-16%
COc1ccc(/C=N\N=C(N)N)cc1,9%,/,7%,-1%,8%,1%,14%,-2%
Oc1ccc(CC2CC3CCN2CC3)cc1O (stereo unspecified),8%,0%,0%,-3%,8%,/,/,i
CCOP(=O)(C1=C(O)C(=O)C(C(C)(C)C)=CC1=O)c1ccccc1 (stereo unspecified),?,/,-8%,2%,?,-12%,-7%,7%
CCC(=NCCCN1CCOCC1)c1c(O)n(-c2ccccc2C)c(=O)[nH]c1=O,/,/,-7%,0%,3%,/,-7%,-2%
CC(C)(C)NC(=O)NC(=O)CN1CC=C(c2ccccc2)CC1,-8%,-3%[46 µM],?,-3%,7%,3%,0%,i
CCOC(=O)C(O)(c1ccc(N=Cc2ccccc2O)c(C)c1)C(F)(F)F (stereo unspecified),-8%,5%,6%,-3%,-4%,27%,5%,-6%
Cc1ccc(C(O)(C(=O)NNC(=O)CN2CCN(C)CC2)c2ccc(C)cc2)cc1,-2%,-12%,1%,-1%,12%,5%,-9%,-10%
CCc1cc2c(nc1CC)CCN(CC/C(C)=N/OC)C2,-2%[13.5 µM],/,/,-2%[11.2 µM],-5%[11.2 µM],/,/,13%[11.5 µM]
CCNC(=O)O/N=C(\C)c1sc(-c2ccc(Cl)cc2)nc1C,3%,7%,-1%,-1%,1%,29%,4%,-7%
Cc1ccc2nc(N3CCN(C)CC3)[nH]c2c1,-4%,1%,2%,2%,-3%,104%,5%,-6%

# Reprinted at random: two compounds from above.
SMILES,ALDH1A1 block,LMNA splice mod,KDM4E inh,TR SRC2 fluor cs,TRb-SRC2 inh,SMN2 splice up,GoLoco inh red,RECQ1 inh
Cc1ccc2nc(N3CCN(C)CC3)[nH]c2c1,-4%,1%,2%,2%,-3%,104%,5%,-6%
COc1ccc(/C=N\N=C(N)N)cc1,9%,/,7%,-1%,8%,1%,14%,-2%

# Results in SMN2 splice up, LMNA splice mod and TR SRC2 fluor cs, for 5 of the compounds above:
SMILES	SMN2 splice up	LMNA splice mod	TR SRC2 fluor cs
CCOP(=O)(C1=C(O)C(=O)C(C(C)(C)C)=CC1=O)c1ccccc1 (stereo unspecified)	-12%	/	2%
CCC(=NCCCN1CCOCC1)c1c(O)n(-c2ccccc2C)c(=O)[nH]c1=O	/	/	0%
CC(C)(C)NC(=O)NC(=O)CN1CC=C(c2ccccc2)CC1	3%	-3%[46 µM]	-3%
CCOC(=O)C(O)(c1ccc(N=Cc2ccccc2O)c(C)c1)C(F)(F)F (stereo unspecified)	27%	5%	-3%
Cc1ccc(C(O)(C(=O)NNC(=O)CN2CCN(C)CC2)c2ccc(C)cc2)cc1	5%	-12%	-1%

# Next part:
SMILES,ALDH1A1 block,LMNA splice mod,KDM4E inh,TR SRC2 fluor cs,TRb-SRC2 inh,SMN2 splice up,GoLoco inh red,RECQ1 inh
COc1ccc(CCn2c(O)c(C=NCCCn3ccnc3)c(=O)[nH]c2=O)cc1OC,7%,9%,-1%,0%,3%,-17%,4%,-3%
CC(C(=O)c1ccc2ccccc2c1)N1CCCCC1 (stereo unspecified),?,?,?,-2%,-5%,-13%,4%,-3%
CCOc1ccc(CC2(CCc3ccncc3)C(=O)NC(=O)NC2=O)cc1,14%,?,13%,0%[53 µM],6%[53 µM],/,4%,-9%
O=C(CN1CC=C(c2ccccc2)CC1)NC(=O)NCc1ccco1,-2%,8%,?,-1%,2%,-6%,1%,-19%
Cc1ccc(C2(O)CC(C)N(C)CC2C)cc1 (stereo unspecified),6%,1%,1%,3%,-5%,-4%,16%,6%
CN1/C(=C\C=Nc2ccccc2)C(C)(C)c2ccccc21,1%,?,?,?,/,/,240%[activator],?
CCOC(=O)c1[nH]c(=O)c2ccccc2c1O,?,-5%,-3%,-9%,-5%,0%,-6%,i
C[N+]1(C)CCC(OC(=O)C(c2ccccc2)c2ccccc2)CC1,-13%&0%&2%,2%,-14%&-9%,?,-9%&0%&1%,-1%&-11%,-38%&-27%&-1%,19%&0%
CN1CCc2nc(CO)c(CO)cc2C1,7%[13.5 µM],/,/,-3%[11.2 µM],-2%[11.2 µM],/,/,i[11.5 µM]
CC(Cc1ccc(OCC(=O)O)cc1)NCC(O)c1cccc(Cl)c1 (stereo unspecified),3%&7%,-12%,4%,-2%&-1%,5%&4%,25%&8%,9%&7%,-13%
O=C(O)[C@@H]1CCN1,11%,?,6%,1%,2%,0%,-3%,-1%
COc1cc(-n2c(=S)[nH]c3ccccc3c2=O)c(Cl)cc1Cl,0%,13%,0%,-1%,0%,-14%,9%,-10%

# Shown bar-delimited: 5 of the compounds above
Molecule | ALDH1A1 block | LMNA splice mod | KDM4E inh | TR SRC2 fluor cs | TRb-SRC2 inh | SMN2 splice up | GoLoco inh red | RECQ1 inh
O=C(O)[C@@H]1CCN1 | 11% | ? | 6% | 1% | 2% | 0% | -3% | -1%
Cc1ccc(C2(O)CC(C)N(C)CC2C)cc1 (stereo unspecified) | 6% | 1% | 1% | 3% | -5% | -4% | 16% | 6%
C[N+]1(C)CCC(OC(=O)C(c2ccccc2)c2ccccc2)CC1 | -13%&0%&2% | 2% | -14%&-9% | ? | -9%&0%&1% | -1%&-11% | -38%&-27%&-1% | 19%&0%
CCOC(=O)c1[nH]c(=O)c2ccccc2c1O | ? | -5% | -3% | -9% | -5% | 0% | -6% | i
COc1cc(-n2c(=S)[nH]c3ccccc3c2=O)c(Cl)cc1Cl | 0% | 13% | 0% | -1% | 0% | -14% | 9% | -10%

# (continued)
SMILES,ALDH1A1 block,LMNA splice mod,KDM4E inh,TR SRC2 fluor cs,TRb-SRC2 inh,SMN2 splice up,GoLoco inh red,RECQ1 inh
O=C(c1ccc(Cl)cc1)C1CCCN(Cc2ccc3c(c2)OCCO3)C1 (stereo unspecified),-3%,/,-3%,-2%,4%,-29%,22%,i
Cc1ccc(-c2nc3ccc(Cl)cc3n2OC(=O)N(C)C)cc1,4%,?,10%,1%,3%,-15%,4%,-14%
Cc1ccc(-c2nn(Cc3ccccc3)cc2C(=O)O)cc1,/,/,-4%,0%,5%,/,5%,0%
CC1=NOC2(C)Nc3ncnn3C(c3ccccc3)C12 (stereo unspecified),2%,14%,-5%,3%,-4%,-2%,7%,i
Cn1cc(/C=C(\C(=O)O)C(C(=O)O)=C2CCCCC2)c2ccccc21,?,7%[46 µM],-12%,0%,-7%,-1%,13%,i
CC(Cc1ccccc1)NC(=O)Cc1ccc(N(C)C)cc1 (stereo unspecified),?,-5%,-1%,-3%,-2%,22%,-14%,-1%
COC(=O)C1=Nc2ccccc2/C1=C\c1c(O)n(C)c(=O)n(C)c1=O,/,/,?,-1%,5%,/,13%,-17%
CC1(C)CN=C(Nc2nc3ccccc3s2)S1,-3%,-12%,-1%,1%,3%,13µM*,-1%,-8%
C=C1C(O)C2OC3(CCC(/C=C/C(C)C4CC(C)=CC5(OC(CC(C)(O)C(=O)O)CCC5O)O4)O3)CCC2OC1C(O)CC(C)C1OC2(CCCCO2)CCC1C (stereo unspecified),3%[2.48 µM],/,/,-6%[2.82 µM],2%[2.82 µM],/,1%[0.551 µM],i[2.31 µM]
Cc1cccc(C)c1OP(N)(=O)OCC(F)(F)F (stereo unspecified),1%,-7%,10%,0%,1%,9%,7%,-4%
CC1=NN(c2ccccc2)C(=O)C1/C=C1/C(=O)NC(=O)N(c2cccc(C)c2)C1=O (stereo unspecified),3%,9%,-1%,2%,-10%,-11%,10%,2%
C[N+]1(C)C2CC[C@H]1CC(OC(=O)[C@@H](CO)c1ccccc1)C2 (stereo partly specified),-7%[13.5 µM],?,/,-5%,10%,-3%[9.22 µM],6%[14.2 µM],/
